# IMP-1 inh: IMP-1 metallo-beta-lactamase inhibitors, primary screen, biochemical, epi-absorbance readout, Pseudomonas aeruginosa enzyme; metallo-beta-lactamase IMP-1 (Pseudomonas aeruginosa); 290,000 tested, 0.45% active; purified IMP-1, nitrocefin hydrolysis, epi-absorbance fluorescence; inhibition, % at 5.6 µM;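 active = inhibition above the mean plus 3 SD of all compounds in the same screening run, cut at about 4.5% in these data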;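 also: 0% = IMP-1 with DMSO and 100% = DMSO wells lacking enzyme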
#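 Assay system: purified IMP-1; Quantity: IMP-1 0.2 nM before substrate addition; Medium: HEPES buffer pH 7.1 with ZnSO4 and Brij 35; Incubation: 15 min enzyme–compound preincubation, then 25 min nitrocefin reaction, 25 °C; Signal: fluorescence quenching readout, ex 480/em 530 nm; Controls: DMSO with and without IMP-1; Repeats: singlicate testing.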
# VIM-2 inhibitor: VIM-2 metallo-beta-lactamase inhibitors, primary screen, biochemical, epi-absorbance readout, Pseudomonas aeruginosa enzyme. 290,000 tested, 0.89% active. inhibition, % at 5.6 µM. AID 1527, 2009. purified VIM-2, nitrocefin hydrolysis, epi-absorbance fluorescence;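 active = inhibition above the mean of all tested compounds plus 3 SD, cutoff set per screening run, cut at about 7.5% in these data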;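 also: red hydrolysis product quenches plate fluorescence so inhibitors raise well fluorescence; 0% = enzyme with DMSO and 100% = DMSO without enzyme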
# MEKK2mut PB1 HTS: MEK5 binding signal on mutant MEKK2 PB1, primary screen, biochemical, multiplex bead flow cytometry, Alexa488-MEK5. Alexa488-MEK5 binding to MEKK2 mutant. percent response, % at 10 µM. 290,000 tested, 0.35% active. AID 1530, 2009; in the data active = percent response above about 24%, passing the limit was not always enough; also: inactives centre near 1; some results filed as inactive read as strong as hits
# DNA FID counter: compounds displacing fluorescent DNA intercalator, primary screen, artefact control for HCV NS3 helicase inhibitor project, biochemical, FID fluorescence | DNA fluorescent intercalator displacement | inhibition, % at 7.9 µM | 290,000 tested, 0.17% active | AID 1845, 2009; in the data active = inhibition above about 37%;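 also: 0% = vehicle and 100% = reference compound; higher means more ethidium bromide displaced from hairpin DNA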
# SUMO HTRF inh: inhibitors of in vitro SUMOylation cascade, primary screen, biochemical, HTRF, uHTS; SUMO-conjugating enzyme UBC9 (Homo sapiens), P63279; HTRF SUMOylation assay, SAE1/SAE2 + UBC9; inhibition, % at 35 µM; 290,000 tested, 0.36% active; AID 2006, 2009; in the data active = inhibition above about 50%, passing the limit was not always enough; also: strong numbers were not always called active
# Target sequence (P63279 whole entry, looked up): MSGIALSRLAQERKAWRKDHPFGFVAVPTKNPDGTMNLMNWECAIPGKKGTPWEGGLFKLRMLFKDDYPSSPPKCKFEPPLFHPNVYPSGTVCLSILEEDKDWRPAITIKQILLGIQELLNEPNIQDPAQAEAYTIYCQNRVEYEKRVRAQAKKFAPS
# NALP1 yeast inh: NALP1 inflammasome inhibitors in reconstituted yeast, colorimetric, S. cerevisiae, triplicate retest; 280,000 tested, 0.61% active; S. cerevisiae NALP1/ASC/caspase-1 growth, X-gal OD620, 72 h; inhibition, % at 10 µM; AID 2071, 2009; in the data active = inhibition mostly above about 24%, no sharp cut-off; inactive = mostly below about 32%; also: some compounds called inactive have numbers as strong as hits
# M18AAP inhibitor: PfM18AAP inhibitors, malaria aminopeptidase, primary screen, biochemical, QFRET, recombinant enzyme | H-Glu-NHMec fluorogenic cleavage | inhibition, % at 7.35 µM | 290,000 tested, 1.2% active | AID 1822, 2009;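 active = inhibition above the campaign mean inhibition over all tested compounds plus 3 SD, cut at about 28% in these data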;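 also: 0% = plate median of test compound wells and 100% = 2 mM ZnCl2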
# MEKK2 WT-MEK5: modulators of MEK5 binding to wildtype MEKK2, primary screen, biochemical, multiplex bead flow cytometry, Alexa488-MEK5; 290,000 tested, 1.1% active; Mitogen-activated protein kinase kinase kinase 2 (Homo sapiens), Q9Y2U5; Alexa488-MEK5 binding to MEKK2 WT; actives lie on both sides; binding response (% of control), % at 10 µM; in the data active = binding response below about 67% or above about 130%
# HCV NS3 hel inh: inhibitors of HCV NS3 helicase, primary screen, biochemical, Cy5 molecular beacon fluorescence | NS3 helicase DNA unwinding | inhibition, % at 10.9 µM | 290,000 tested, 0.56% active | AID 1800, 2009;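 active = inhibition above the mean of all tested compounds plus 3 SD, set per campaign, cut at about 35% in these data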;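 also: 0% = DMSO wells and 100% = thioflavine S control wells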
#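 Compound dosing – single dose, 10.9 µM nominal final, DMSO 0.8% final · System – NS3 helicase fragment of HCV · Buffer or medium – MOPS pH 6.5, MgCl2, DTT, Tween20, BSA · Signal – Cy5 beacon fluorescence read at start and 1 h · Also added – annealed dual-labelled DNA beacon duplex, ATP-started · Schedule – 1 h at 25 °C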
# The depositor's hits bear a star; / = no result given.
# Preview:
SMILES,IMP-1 inh,VIM-2 inhibitor,MEKK2mut PB1 HTS,DNA FID counter,SUMO HTRF inh,NALP1 yeast inh,M18AAP inhibitor,MEKK2 WT-MEK5,HCV NS3 hel inh
CCc1nnc(NC(=O)c2c(OC)cccc2OC)s1,-3.9,-0.5,2,0,-6,/,-10,96,1
O=C(Nc1ccc(F)cc1)/C(=C1/CCCCCN1)[N+](=O)[O-],-0.9,-1.1,-19,0,13,1,-2,85,-2
Cc1nc(Nc2cccc(C(F)(F)F)c2)nc2c1C(=O)CC(C)C2 (stereo not drawn),-3.3,-0.3,-15,2,15,-7,-3,91,-2

# This part in full, repeating the preview:
SMILES,IMP-1 inh,VIM-2 inhibitor,MEKK2mut PB1 HTS,DNA FID counter,SUMO HTRF inh,NALP1 yeast inh,M18AAP inhibitor,MEKK2 WT-MEK5,HCV NS3 hel inh
CCc1nnc(NC(=O)c2c(OC)cccc2OC)s1,-3.9,-0.5,2,0,-6,/,-10,96,1
O=C(Nc1ccc(F)cc1)/C(=C1/CCCCCN1)[N+](=O)[O-],-0.9,-1.1,-19,0,13,1,-2,85,-2
Cc1nc(Nc2cccc(C(F)(F)F)c2)nc2c1C(=O)CC(C)C2 (stereo not drawn),-3.3,-0.3,-15,2,15,-7,-3,91,-2
Cc1nn(-c2ccc(F)cc2)c(C)c1NS(=O)(=O)c1ccc2ccccc2c1,-1.8,-3.6,2,-20,-8,4,-1,102,-9
COc1cccc(/C=N/Nc2ccnc(=O)[nH]2)c1O,-3.8,-2.4,5,-11,-29,6,43*,106,-7
Cc1ccc(C(=O)/C=C/Nc2ccccc2C(N)=O)cc1,-2.6,0.2,-3,-8,21,2,1,91,-3
COc1ccc2o/c(=N/NC(=S)Nc3ccccc3)c(C(N)=O)cc2c1,-2.4,-1.7,-3,4,17,28,2,97,-7
Cc1ccccc1-n1c(Cn2c(=O)sc3ccccc32)nnc1SCC(N)=O,-3.8,0.1,3,-24,9,/,3,104,9
CC1CCCCC1NCC#CCOc1ccc(Cl)cc1 (stereo not drawn),0.1,-2.0,5,21,4,17,-6,116,-31
Cc1ccc(S(=O)(=O)N(C)c2ccc(C(=O)Nc3c(C)n(C)n(-c4ccccc4)c3=O)cc2)cc1,0.2,0.8,-4,-33,15,2,-5,91,2
Cc1c(C(=O)Nc2cc(F)cc(F)c2)cnn1-c1ccccc1,-1.3,0.0,2,-10,-7,24,-8,110,-1
O=C(O)C1CCCN1c1ncnc2ccccc12 (stereo not drawn),-4.5,-0.7,2,-1,27,24,-3,102,-3
COc1ccccc1CNS(=O)(=O)c1c(C(=O)N2CCCCCC2)c(C)n(C)c1C,-1.8,-0.8,3,-43,4,-4,1,106,3
CCCC(=O)Nc1sc2c(c1C(=O)OC)C(C(=O)OC)CC2 (stereo not drawn),-1.8,-0.1,-3,-12,14,-59,2,100,0
O=C(CSc1nnc(Cn2nnc(-c3ccccc3)n2)n1-c1ccccc1)Nc1ccc(F)cc1,-1.8,-2.6,-5,-22,-10,-14,-5,95,-9
Nc1ccc(N2CCN(c3ccc(F)cc3)CC2)cc1,-4.7,-4.0,-2,1,15,0,9,99,10
Cc1cc[n+](C(C)C(=O)c2ccc(Cl)cc2)cc1 (stereo not drawn),-2.0,-1.9,3,1,-4,0,0,107,5
CC(C)NC(=O)c1cc2cc(Br)ccc2oc1=O,-2.4,-1.7,1,2,17,11,0,99,15
CC(C)C[C@H](NC(=O)N1CCn2c1nc1ccccc12)C(=O)NCc1ccc2c(c1)OCO2,-1.2,-9.1,11,-30,4,-10,5,100,-12
C=CCC1c2cccc(C(=O)O)c2C(=O)N1c1ccc(Cl)cc1 (stereo not drawn),-2.4,4.2,3,-13,15,7,0,99,0
O=S(=O)(c1cccc(Cl)c1)N1CN(CC2CCCO2)c2nc3ccccc3nc21 (stereo not drawn),0.2,1.8,-1,0,/,20,-3,99,2
O=C(c1ccc(C(F)(F)F)cc1)N1CCN(S(=O)(=O)c2ccc3c(c2)OCCCO3)CC1,-2.6,-1.0,2,-42,-1,1,-6,105,-12
COc1ccc(S(=O)(=O)N2CCC(C(=O)Oc3c(OC)cccc3OC)CC2)cc1OC,-0.4,0.7,4,-43,11,15,-6,107,-23
O=C(COC(=O)c1c2c(nc3ccccc13)/C(=C\c1cccs1)CCC2)Nc1ccccc1,-0.3,-2.1,-2,5,4,12,5,100,2
CC(=O)c1ccc(NC(=O)C(C)Sc2nnnn2C)cc1 (stereo not drawn),-2.4,-2.2,4,-3,13,-1,-4,100,11
CC(C)OCCCNC(=O)C1CCN(S(=O)(=O)N2CCCCC2)CC1,-0.1,-0.4,3,-14,-16,-5,1,101,-3
COc1ccc(-n2c(Cc3cccn3C)nnc2SCC(=O)Nc2ccccc2)cc1,-3.5,-3.5,-3,-30,19,32,2,96,-1
O=[N+]([O-])c1ccc(OCC2CC(c3ccccc3)=NO2)cc1 (stereo not drawn),-4.4,-2.9,1,-2,20,17,-17,94,-5
NC(=O)N/N=C/c1sc(=O)n(-c2ccccc2)c1Cl,-2.5,-3.0,17,-2,14,/,9,106,-2
O=C(COC(=O)CC1CC2CCC1C2)Nc1ccc(F)cc1 (stereo not drawn),-2.2,-2.2,-1,-10,-10,2,3,96,0
CC(C)c1nc(SCC(=O)Nc2ccc([N+](=O)[O-])cc2Br)n[nH]1,-0.7,0.0,-8,8,30,-4,4,84,-6
O=C(NC(=S)NC1CCCCC1)c1ccccc1[N+](=O)[O-],-2.1,-2.5,1,0,2,-1,7,100,-7
N#CC1=C(N2CCCCC2)c2cc3c(n2C1=O)CCCC3,-1.9,3.2,-12,-6,15,11,-10,89,10
CCOC(=O)c1oc2ccc(S(=O)(=O)n3nc(-c4ccccc4)cc3N)cc2c1C,0.5,0.1,2,-11,-15,13,11,103,24
CCOc1cc(N2CCOCC2)c(OCC)cc1NC(=O)c1ccc2ccccc2n1,0.8,0.2,-2,-2,-3,-1,3,110,-5
CC(C)(C)OC(=O)N1CCC(c2cc(-c3cccs3)n[nH]2)CC1,-2.1,-3.0,6,-26,9,11,5,104,-2
Cn1nc(C(=O)N2CCN(c3ccccc3F)CC2)c2c1-c1ccccc1S(=O)(=O)C2,-2.4,-2.9,5,-40,-13,10,-1,101,-5
CN1CCN(NC(=S)NC2CCCC2)CC1,-4.0,-1.1,-8,-2,10,3,1,95,1
CCCC(C)c1nnc(NC(=O)c2cc(C(=O)OC)cc([N+](=O)[O-])c2)s1 (stereo not drawn),-2.3,-1.7,2,-2,17,2,4,101,2
Cc1ccc(CCNC(=O)CN(c2ccc(C)cc2)S(=O)(=O)c2c(C)noc2C)cc1,-2.9,-5.6,2,-52,-4,5,0,100,-11
COc1ccccc1C(=O)NNC(=O)c1ccccc1,-6.8,-3.1,2,-1,0,8,0,101,3
O=C(NC1CCCCC1)N1CCN(Cc2ccco2)CC1,-1.0,-0.6,2,-3,10,7,-4,103,7
Cc1ccc2c(c1)C1CN(C)CCC1N2C(=S)NC(=O)c1ccc(Cl)cc1Cl (stereo not drawn),-0.3,-2.3,-2,5,15,/,-10,100,0
O=S(=O)(/N=C(\c1ccccc1F)N1CCCCC1)c1ccccc1,-1.1,-1.3,-3,1,-2,22,1,95,1
C=C(C)COc1ccc(-c2ncncc2Oc2ccc(OC)cc2)c(O)c1,-2.6,-3.3,-1,-11,-16,5,0,100,8
O=C(O)c1cc(N/N=C/c2ccc3c(c2)OCCO3)ccc1Cl,-0.3,-2.5,-1,-17,-7,27,5,102,18
Cc1nc(SCC(=O)Nc2ccc3c(c2)OCCO3)c2oc3ccccc3c2n1,0.4,-0.2,3,0,-14,1,0,97,-4
COc1ccc(/C=C(/NC(=O)c2cccs2)C(=O)NCc2ccco2)cc1OC,-0.9,-1.0,2,-1,-8,-5,-4,98,9
COc1cc(/C=C(\C#N)c2ccccn2)cc(OC)c1O,0.1,-2.3,-6,-7,-4,/,13,101,5
CCC(=NCc1ccccc1)c1c(C(F)(F)F)[nH]n(-c2nc3ccccc3s2)c1=O,-3.3,-5.8,3,-13,-12,33,-2,99,5
CCc1ccc(OCc2nnc(SCCN3CCOCC3)n2C)cc1,-0.3,-4.7,1,-12,-5,19,11,103,-6
COc1ccc(OC)c(-n2c(O)cnc2Nc2nc(C)cc(C)n2)c1,-3.4,-2.3,4,-1,17,-9,2,103,-1
C=Cc1ccc(CN2CCCN(Cc3ccc(F)cc3)S2(=O)=O)cc1,-1.0,-1.3,8,-19,-5,8,-5,104,-12
Cc1ccc(C(C)(C)NC(=O)C2CCC(=O)N(C3CCCCCC3)C2)cc1 (stereo not drawn),-2.1,-4.2,1,-47,5,-5,2,100,3
CSc1cccc(NC(N)=O)c1,-2.7,-1.9,1,-2,-1,10,1,103,-13
Cc1cc(Cl)ccc1Oc1ccc(C(N)=O)cc1[N+](=O)[O-],-4.6,0.8,-1,2,-5,30,0,105,-2
Cc1ccc(NC(=O)CN2CCN(c3ccccn3)CC2)c(Cl)c1,-1.4,-3.1,-6,-14,-5,10,3,91,3
Cc1cc(=O)oc2cc(OCC(O)CN3CCN(c4ccc(F)cc4)CC3)ccc12 (stereo not drawn),-3.3,-0.6,12,4,3,3,-1,115,-4
CCc1cccc(CC)c1NC(=O)COC(=O)/C(C#N)=C/c1ccc(OC)cc1,-2.6,-2.0,-1,-5,21,13,2,101,-2
COc1cccc(CNC(=O)C(=O)NCC(c2ccco2)N2CCOCC2)c1 (stereo not drawn),-2.4,-3.8,15,-9,1,11,4,92,7

# (list continues)
SMILES,IMP-1 inh,VIM-2 inhibitor,MEKK2mut PB1 HTS,DNA FID counter,SUMO HTRF inh,NALP1 yeast inh,M18AAP inhibitor,MEKK2 WT-MEK5,HCV NS3 hel inh
Nc1ncnc(NCc2ccc(F)cc2)c1[N+](=O)[O-],-0.3,-0.6,-7,10,5,-1,0,96,-4
CC(=O)Nc1nnc(S(=O)(=O)N2CCN(c3ccc([N+](=O)[O-])cc3Cl)CC2)s1,-0.9,-3.8,1,8,10,-17,0,99,-1
CC(=O)NCC(=O)NC1(C(=O)NC2CCCC2)CCCCC1,-2.1,-0.8,7,2,-5,-2,-3,104,7
Cc1ccc(N2C(N)=C(C#N)C(c3cccs3)C3=C2CC(C)(C)CC3=O)cc1 (stereo not drawn),-2.9,-6.1,-3,-12,4,10,-3,93,1
COCC(C)NC(C(=O)Nc1ccc(C)c(Cl)c1)c1ccccc1 (stereo not drawn),-4.2,-5.6,0,-8,-6,16,0,98,-4
O=C(C1CC1)N1CCCN(C(=O)C2CC2)CC1,-1.7,-0.4,5,-4,4,-29,2,103,-1

# Source: PubChem
